Screens: PubChem, Sanford-Burnham Center for Chemical Genomics
UPR CHOP act: activators of apoptotic CHOP UPR arm, primary screen, cell-based, CHO-CHOP luciferase reporter, luminescence, uHTS | UPR activation; percent of tunicamycin response over DMSO baseline | activation, % at 10 µM | hit rate 0.34% among 330,000 | AID 449763, 2010;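 active means at 10 µM dose, activation of 40% or more, normalized to positive control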;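 further: 100% = tunicamycin at 10 µg/mL and 0% = DMSO alone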
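Material: CHO-CHOP cells, stable luciferase reporter of PERK-eIF2a-CHOP signalling; quantity: 500 reporter cells seeded per well; buffer or medium: F12 medium containing 10% fetal bovine serum; compound: one dose, 10 µM in 0.5% DMSO; incubation: 6 h compound treatment, 37 °C; measured by: Steady-Glo luciferase luminescence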
APJ antag: antagonists of human apelin receptor APJ, primary screen, CHO-K1 cells, beta-arrestin complementation, luminescence; P35414; inhibition, % at 20 µM; hit rate 0.32% among 330,000;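 active means inhibition above about 40% at 20 µM, limit read from the data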;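 further: cells challenged with 10 nM apelin-13 agonist together with compound; plate controls were apelin-13 plus DMSO wells for no effect and DMSO wells lacking apelin-13 for full effect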
APJ agonist: agonists of human apelin receptor APJ, primary screen, CHO-K1 cells, PathHunter beta-arrestin, luminescence. 0% DMSO wells, 100% apelin. P35414. activation, % at 20 µM. hit rate 0.11% among 330,000;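 active means activation more than six SD over the plate average, tested at 20 µM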;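 further: 0% = DMSO alone and 100% = apelin-13 at 10 nM; some results filed as inactive read as strong as hits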
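Assay system – PathHunter CHO-K1 APJ (AGTRL-1) beta-arrestin reporter cells · Compound – one dose, 20 µM compound, 1% DMSO · Timing – compound 90 min 25 °C, reagent 1 h · Measured by – luminescence from split beta-galactosidase complementation, Galacton Star/Emerald II substrate · Measure – beta-arrestin recruitment to APJ as agonist activity, luminescent signal · Benchmarks – DMSO vs Apelin-13 10 nM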
Mdm2-MdmX inh: inhibitors of human Mdm2-MdmX association, primary screen, cell-based, luminescence, split luciferase, SaOS-2, uHTS; Protein Mdm4 (Homo sapiens) + E3 ubiquitin-protein ligase Mdm2 (Homo sapiens), …; SaOS-2 split-luciferase Mdm2/MdmX complementation; inhibition, % at 8 µM; hit rate 3% among 330,000;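 active means inhibition of at least 50% at 8 µM in the primary screen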
Target sequence (O15151 whole entry, looked up): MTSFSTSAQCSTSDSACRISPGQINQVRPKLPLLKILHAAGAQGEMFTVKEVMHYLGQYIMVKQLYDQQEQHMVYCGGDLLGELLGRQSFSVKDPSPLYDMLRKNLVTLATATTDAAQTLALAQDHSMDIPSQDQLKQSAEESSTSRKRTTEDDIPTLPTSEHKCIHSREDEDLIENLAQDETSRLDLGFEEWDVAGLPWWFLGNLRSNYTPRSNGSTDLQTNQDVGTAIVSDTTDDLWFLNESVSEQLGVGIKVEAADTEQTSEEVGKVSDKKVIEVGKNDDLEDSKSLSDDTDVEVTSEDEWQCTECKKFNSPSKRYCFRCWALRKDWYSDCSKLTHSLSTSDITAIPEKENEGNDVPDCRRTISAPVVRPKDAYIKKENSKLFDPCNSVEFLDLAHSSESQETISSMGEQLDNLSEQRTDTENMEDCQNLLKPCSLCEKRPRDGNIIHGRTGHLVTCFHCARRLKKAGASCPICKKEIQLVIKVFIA
Target sequence (Q00987 whole entry, looked up): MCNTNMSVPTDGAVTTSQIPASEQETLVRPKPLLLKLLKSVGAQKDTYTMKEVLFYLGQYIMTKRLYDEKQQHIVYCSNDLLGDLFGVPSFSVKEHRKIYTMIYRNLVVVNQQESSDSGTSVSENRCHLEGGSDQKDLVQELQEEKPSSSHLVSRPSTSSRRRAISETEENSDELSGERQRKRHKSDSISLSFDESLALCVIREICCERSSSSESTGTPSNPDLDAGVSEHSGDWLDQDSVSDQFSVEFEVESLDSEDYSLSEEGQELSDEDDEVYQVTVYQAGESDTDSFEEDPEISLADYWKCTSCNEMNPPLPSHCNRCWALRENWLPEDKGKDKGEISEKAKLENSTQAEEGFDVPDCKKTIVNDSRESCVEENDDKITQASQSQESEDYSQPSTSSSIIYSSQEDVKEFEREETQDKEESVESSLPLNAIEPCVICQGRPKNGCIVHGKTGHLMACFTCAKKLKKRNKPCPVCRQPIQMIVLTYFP
TIM10 inh: growth inhibitors of isogenic TIM10 control yeast, primary screen, counter-screen for tim10-1 yeast inhibitor project, luminescence, uHTS | inhibition, % at 10 µM | hit rate 1.4% among 330,000 | S. cerevisiae TIM10 strain growth, BacTiter-Glo luminescence, 24 h;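 active means inhibition of 40% or more at the single tested concentration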;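 further: wild-type TIM10 isogenic control strain grown at permissive 25 °C; 0% = DMSO yeast wells and 100% = minimal medium wells without yeast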
tim23-1 inh: growth inhibitors of tim23-1 mutant yeast, primary screen, luminescence, uHTS. S. cerevisiae tim23-1 growth, BacTiter-Glo luminescence, 24 h. inhibition, % at 20 µM. AID 463212, 2010. hit rate 1.3% among 330,000;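 active means growth inhibition of the mutant yeast at or above 50%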;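 further: temperature-sensitive mutant grown at 25 °C; plate controls were DMSO-treated mutant yeast for no effect and medium wells lacking yeast for full effect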
UPR XBP1 act: activators of adaptive XBP1 UPR arm, primary screen, cell-based, CHO-XBP1 luciferase reporter, luminescence, uHTS. activation, % at 20 µM. IRE1-XBP1 UPR activation; percent of tunicamycin response, DMSO as zero. hit rate 0.33% among 330,000;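 active means versus positive control, 20 µM dose yields 30% or more activation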;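 further: 100% = tunicamycin at 10 µg/mL and 0% = DMSO only wells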
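Signal: luciferase luminescence; Assay system: CHO-XBP1 luciferase reporter cells; Amount: one thousand reporter cells per well; Dosing: 20 µM single concentration, DMSO 1%; Benchmarks: high control tunicamycin 10 µg/mL final, low control DMSO vehicle only; Schedule: 6 h compound exposure at 37 °C, 5% CO2; Evaluation: percent activation relative to tunicamycin reference.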
CXCR6 inh: CXCR6 receptor inhibitors, primary screen, cell-based, beta-arrestin, luminescence, CHO-K1 PathHunter, 1536-well; C-X-C chemokine receptor type 6 (Homo sapiens), O00574; inhibition, % at 20 µM; hit rate 0.36% among 360,000; AID 602244, 2012; in the data active means inhibition above about 34%, passing the limit was not always enough;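 further: antagonist mode with CXCL16 agonist at 10 nM final; 0% = 10 nM CXCL16 with DMSO and 100% = unstimulated wells without agonist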
tim10-1 inh: growth inhibitors of tim10-1 mutant yeast, primary screen, luminescence, uHTS | S. cerevisiae tim10-1 ts strain growth, BacTiter-Glo, 24 h | inhibition, % at 20 µM | hit rate 2.2% among 330,000 | AID 463190, 2010;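 active means inhibition of at least 40%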;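 further: mutant grown at 25 °C; 0% = DMSO wells with yeast and 100% = wells holding no yeast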
* marks the source's active call; other numbers are inactive results; · = not tested or not shown.

Below each SMILES: APJ antag	CXCR6 inh	APJ agonist	tim23-1 inh	tim10-1 inh	UPR CHOP act	TIM10 inh	Mdm2-MdmX inh	UPR XBP1 act
CCn1c(CNC(=O)c2ccco2)nnc1SCC(=O)c1ccccc1
 : -3	3	-3	6	18	-0.2	-2	15	1
O=C(Nc1ccccc1C(=O)NCc1cccnc1)c1ccco1
 : 12	-3	1	4	15	0.5	5	-6	-1
CCN(C(=O)Cn1nc(C)n2c(cc3cc(C)ccc32)c1=O)c1ccccc1
 : 1	2	2	36	38	0.6	21	-12	-3
O=C(CCN1CCN(c2ccccc2)CC1)NNC(=S)Nc1ccccc1Cl
 : 29	7	-3	-7	20	1.4	14	12	-2
Cc1ccc(NC(=O)CSc2ncccn2)cc1S(=O)(=O)N1CCOCC1
 : 12	0	-1	11	7	1.5	7	-18	0
Cc1cc(C)n2nc(C(=O)Nc3ccc4c(c3)CCC4)nc2n1
 : 12	-1	-1	7	-3	3.8	9	-4	2
COc1ccccc1NC(=O)C(C)OC(=O)/C=C/c1ccc2ccccc2n1 (stereo not given)
 : 1	-7	-2	46	52*	5.1	14	12	9
CC[N+]1(CC)CC2=Cc3c(ccc4ccccc34)C(C)C2C1 (stereo not given)
 : -2	4	4	7	19	-0.6	16	6	-1
O=C(NCC1CCCO1)c1cc(-c2ccc(F)cc2)no1 (stereo not given)
 : 9	-2	2	19	12	4.8	-6	-42	1
O=C(Nc1cccnc1)C1CCCN(S(=O)(=O)c2cccc3nsnc23)C1 (stereo not given)
 : -12	4	-2	10	13	-0.6	4	12	-3
CN(/N=C/c1ccncc1)c1cnc2ccccc2n1
 : -18	3	1	11	10	3.4	22	-148	6
Cc1cc2cc3c(cc2nc1SCC(=O)N1CCN(C(=O)c2ccco2)CC1)OCO3
 : 14	4	1	25	-10	1.0	11	20	-2
COC(=O)c1ccc(CN2C(=O)c3ccccc3C2=O)cc1
 : 9	11	2	12	-17	0.3	-24	36	-6
COc1ccc(CN(C)C(C)C(=O)N(C)CC(=O)Nc2ccc(C)cc2)cc1F (stereo not given)
 : 17	-3	-1	23	8	2.0	4	7	-1
COc1ccc2cc3c(N)c(C(=O)NCc4ccco4)sc3nc2c1
 : -12	-2	1	7	31	3.4	22	-20	2
O=C(CN1CCC2(CC1)OCCO2)c1c[nH]c2ccccc12
 : 18	·	-3	7	8	0.8	8	12	0
COc1cc2c(cc1NC(=O)CN(C)Cc1ccc(OC)c(OC)c1)oc1ccccc12
 : 8	7	-2	11	27	2.4	21	51*	-4
CSCc1ccc(C(=O)NCC(c2cccs2)N2CCOCC2)cc1 (stereo not given)
 : -7	-5	-6	-5	-11	-0.3	-9	1	-3
CC(C)(C)C1CCCCC1NC(=O)c1ccncc1 (stereo not given)
 : 10	3	-1	3	8	2.4	5	-21	0
CC(=O)N1CC(C)Sc2ccc(S(=O)(=O)NCCc3ccccc3)cc21 (stereo not given)
 : -19	-4	-4	24	7	0.0	6	-1	-4
CC(C)C(NC(=O)c1ccccc1)C(=O)OCC(=O)N1CCCC1 (stereo not given)
 : -42	5	1	10	28	0.9	2	-16	3
CC(=O)Nc1cccc(OCc2c(F)cccc2Cl)c1
 : -11	4	-1	34	24	-2.3	4	19	-3
O=C(CN1C(=O)S/C(=C\c2cccc(Cl)c2)C1=O)NC1C=CS(=O)(=O)C1 (stereo not given)
 : 8	-9	0	-4	8	0.5	-2	57*	-8
O=C(Cc1ccc(Cl)cc1)SCc1ccccc1
 : 8	-12	-4	9	-10	2.7	3	6	0
CN(C)c1ccc(/C=C2/C=C(c3ccc4c(c3)CCCC4)OC2=O)cc1
 : 22	29	-4	9	-12	1.3	9	12	2
CCCNC(=O)C(Sc1ccccc1)c1ccccc1 (stereo not given)
 : 4	0	-2	16	15	-2.0	29	1	-1
O=C(O)CNC(=O)c1ccc2c(c1)OCCO2
 : 15	-4	1	4	-3	2.0	4	4	-2
CC(=O)c1ccc(N2CCN(C(=O)c3cccs3)CC2)c(F)c1
 : 22	-1	-3	17	-6	-1.2	11	-12	-2
O=C(OCCN=C1NS(=O)(=O)c2ccccc21)c1cccc([N+](=O)[O-])c1
 : -8	2	0	2	-12	-1.2	-21	27	0
CC(C)C[C@H](NC(=O)N1c2ccccc2NC(=O)[C@@H]1C(C)C)C(=O)N1CCC[C@@H]1C(=O)O
 : -4	4	-1	19	23	0.7	6	-4	-1

Next section
Below each SMILES: APJ antag	CXCR6 inh	APJ agonist	tim23-1 inh	tim10-1 inh	UPR CHOP act	TIM10 inh	Mdm2-MdmX inh	UPR XBP1 act
COC(=O)N/N=C/c1sc(N2CCCCC2)nc1-c1cccs1
 : 19	3	-2	53*	45*	2.7	33	8	-2
CCOC(=O)Cn1nc(C)c(NC(=O)COc2cccc(Cl)c2)c1C
 : 12	-4	-1	-3	4	0.2	-3	27	0
Cc1ccc(S(=O)(=O)N[C@H](C(=O)N2CCC(C(=O)N[C@@H](CCC(N)=O)C(=O)O)CC2)C(C)C)cc1
 : -19	4	-3	9	0	0.3	-6	27	-3
Cn1c(=O)oc2cc(S(=O)(=O)N3CCN(Cc4ccc5c(c4)OCO5)CC3)ccc21
 : 20	-1	-4	11	7	-0.6	0	6	-1
CCCc1cc(=O)oc2c(C)c(OCC(=O)NCCCn3ccnc3)ccc12
 : 0	0	-1	9	5	-2.5	4	9	1
O=C(COC(=O)c1ccc(Cl)nc1)Nc1ncc(Cl)cc1Cl
 : -3	3	-2	7	15	-3.0	-19	-20	-2
Cc1ccccc1CN(c1ccc(C(=O)N/N=C/c2ccc(OCC(N)=O)cc2)cc1)S(C)(=O)=O
 : 0	9	-2	7	12	0.1	2	14	-6
O=C(NCc1ccc(Cl)cc1)c1ccc2ccccc2n1
 : -6	-6	-2	27	11	3.7	26	-5	1
O/N=C/c1cc(Br)ccc1OCc1ccccc1F
 : 1	1	0	1	1	4.3	3	-56	2
CC1=C(C)CC(C(=O)Nc2nc(C)cs2)C(C(=O)O)C1 (stereo not given)
 : 8	-1	-1	6	2	1.9	-4	12	-4
COc1ccc(C(=O)COC(=O)CCN2C(=O)[C@@H]3[C@H](C2=O)[C@@H]2C[C@H]3C(Br)C2Br)cc1 (stereo not given in full)
 : -11	5	-4	21	27	1.0	0	-19	-1
O=C(Nc1cccc(-c2nc3ccccc3[nH]2)c1)c1ccccn1
 : -8	0	5	36	-34	4.2	0	-6	6
CC1CCCC(NC(=O)CCS(=O)(=O)c2ccc3c(c2)NC(=O)CS3)C1C (stereo not given)
 : -4	-2	0	2	4	-2.1	-1	33	-2
O=C(Nc1nc2c(s1)CCCC2)c1cc2n(n1)C(C(F)(F)F)CC(C1CC1)N2 (stereo not given)
 : 4	-4	0	7	18	3.7	1	-29	-1
Cc1nn(Cc2ccc(Cl)cc2)c(Cl)c1/C=N/NC(=O)CNc1ccccc1F
 : -19	-13	7	15	17	5.6	20	30	8
CN(C(=O)COC(=O)c1cc(S(=O)(=O)N2CCOCC2)c(Cl)cc1Cl)C1CCS(=O)(=O)C1 (stereo not given)
 : 2	0	-2	9	12	0.1	-6	-8	1
CC(C)c1c(O)cc(-c2ccncc2)n(-c2ccc(Cl)cc2)c1=O
 : -7	6	-1	5	19	0.3	-17	-6	0
Cc1nc(SCC(=O)N2CCN(c3ccccc3)CC2)n[nH]1
 : 6	-2	0	9	3	1.3	2	-12	-1
Cc1ccc2oc(=O)c3cnn(CC(=O)NCCN(C)C)c3c2c1
 : 22	-1	-4	-14	-3	-0.3	-9	13	-3
O=C(NC1CCCCCC1)c1ccc(S(=O)(=O)NCc2ccco2)cc1
 : -2	3	-5	2	15	0.3	-2	24	1
CCc1ccccc1N1C(=O)C2CC(C)=C(C)CC2C1=O (stereo not given)
 : 12	-6	-3	11	-1	1.1	2	21	-6
Cc1ncsc1C(=O)Nc1nc2c(s1)CCCC2
 : 5	2	-1	19	18	4.8	4	-64	0
CC(C)CSc1nc2ccccc2n1CC(=O)O
 : 3	-5	-3	-9	-14	2.0	-4	17	0
N#Cc1ccccc1S(=O)(=O)N1CCN(c2ccc(S(=O)(=O)N3CCOCC3)cn2)CC1
 : -8	-4	0	4	19	-0.2	10	-15	1
CCn1nc(C)cc1C(=O)n1nc(C)c(Sc2ncccn2)c1C
 : 13	0	-2	4	-2	-2.0	-4	12	-2

In the list so far, these contain an NH in an aromatic ring.
Below each SMILES: APJ antag	CXCR6 inh	APJ agonist	tim23-1 inh	tim10-1 inh	UPR CHOP act	TIM10 inh	Mdm2-MdmX inh	UPR XBP1 act
O=C(CN1CCC2(CC1)OCCO2)c1c[nH]c2ccccc12
 : 18	·	-3	7	8	0.8	8	12	0
O=C(Nc1cccc(-c2nc3ccccc3[nH]2)c1)c1ccccn1
 : -8	0	5	36	-34	4.2	0	-6	6
Cc1nc(SCC(=O)N2CCN(c3ccccc3)CC2)n[nH]1
 : 6	-2	0	9	3	1.3	2	-12	-1

Some of the entries above in a different format:
structure | APJ antag | CXCR6 inh | APJ agonist | tim23-1 inh | tim10-1 inh | UPR CHOP act | TIM10 inh | Mdm2-MdmX inh | UPR XBP1 act
Cc1ccc(S(=O)(=O)N[C@H](C(=O)N2CCC(C(=O)N[C@@H](CCC(N)=O)C(=O)O)CC2)C(C)C)cc1 | -19 | 4 | -3 | 9 | 0 | 0.3 | -6 | 27 | -3
Cn1c(=O)oc2cc(S(=O)(=O)N3CCN(Cc4ccc5c(c4)OCO5)CC3)ccc21 | 20 | -1 | -4 | 11 | 7 | -0.6 | 0 | 6 | -1

An excerpt from above, reduced to UPR XBP1 act, tim10-1 inh and CXCR6 inh.
SMILES	UPR XBP1 act	tim10-1 inh	CXCR6 inh
COc1ccc(C(=O)COC(=O)CCN2C(=O)[C@@H]3[C@H](C2=O)[C@@H]2C[C@H]3C(Br)C2Br)cc1 (stereo not given in full)	-1	27	5
CC(C)CSc1nc2ccccc2n1CC(=O)O	0	-14	-5
O=C(Nc1nc2c(s1)CCCC2)c1cc2n(n1)C(C(F)(F)F)CC(C1CC1)N2 (stereo not given)	-1	18	-4
O/N=C/c1cc(Br)ccc1OCc1ccccc1F	2	1	1
Cn1c(=O)oc2cc(S(=O)(=O)N3CCN(Cc4ccc5c(c4)OCO5)CC3)ccc21	-1	7	-1

Not all compounds are listed; count on the stated rates, not on these rows.
